Screening data: PubChem, several laboratories
NALP1 yeast inh = NALP1 inhibition; inhibition, % at 10 µM; S. cerevisiae NALP1/ASC/caspase-1 growth, X-gal OD620, 72 h; 280,000 tested, 0.61% active; in the data active means inhibition mostly above about 24%, no sharp cut-off; inactive means mostly below about 32%; further: some compounds called inactive have numbers as strong as hits
MEKK3 PB1 HTS = raises or lowers MEK5 binding to the human MEKK3 PB1 domain. Q99759. bead-based flow cytometry, Alexa488-MEK5 binding to MEKK3; actives lie on both sides; 0 = blocked by unlabeled MEK5, 100 = vehicle. binding response (% of control), % at 10 µM. 290,000 tested, 1.4% active;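 active means binding response more than 3 SD above or below the average of its plate-row segment, actives on both sides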;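 further: Alexa488 bead fluorescence after subtracting the streptavidin-only scavenger bead signal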
Target sequence (Q99759 whole entry, looked up, the tested form may be a part): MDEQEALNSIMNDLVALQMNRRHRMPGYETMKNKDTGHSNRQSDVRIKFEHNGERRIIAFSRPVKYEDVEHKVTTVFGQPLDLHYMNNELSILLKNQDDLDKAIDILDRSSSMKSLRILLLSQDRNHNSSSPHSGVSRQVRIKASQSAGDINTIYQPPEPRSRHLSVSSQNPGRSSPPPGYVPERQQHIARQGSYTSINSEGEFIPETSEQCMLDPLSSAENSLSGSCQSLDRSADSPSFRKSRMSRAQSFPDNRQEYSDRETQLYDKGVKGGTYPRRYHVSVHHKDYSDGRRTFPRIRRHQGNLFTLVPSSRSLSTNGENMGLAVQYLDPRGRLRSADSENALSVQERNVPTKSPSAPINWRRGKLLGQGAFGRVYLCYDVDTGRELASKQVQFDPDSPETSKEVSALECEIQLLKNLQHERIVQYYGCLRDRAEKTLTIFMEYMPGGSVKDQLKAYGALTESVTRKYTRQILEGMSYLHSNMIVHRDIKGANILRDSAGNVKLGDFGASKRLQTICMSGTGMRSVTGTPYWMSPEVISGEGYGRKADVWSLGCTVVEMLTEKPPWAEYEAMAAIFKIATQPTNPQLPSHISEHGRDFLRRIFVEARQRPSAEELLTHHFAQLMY
OXTR ag = human OXTR agonism. P30559. CHO-OTR cells, Fluo-8 calcium fluorescence; normalized: DMSO 0%, oxytocin 100%. activation, % at 3 µM. 320,000 tested, 0.32% active;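 active means activation above the mean of all tested compounds plus 3 SD, cutoff set per screening run, cut at about 20% in these data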;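 further: peak over basal fluorescence ratio from a 100 s FLIPR kinetic read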
Target sequence (P30559 whole entry, looked up): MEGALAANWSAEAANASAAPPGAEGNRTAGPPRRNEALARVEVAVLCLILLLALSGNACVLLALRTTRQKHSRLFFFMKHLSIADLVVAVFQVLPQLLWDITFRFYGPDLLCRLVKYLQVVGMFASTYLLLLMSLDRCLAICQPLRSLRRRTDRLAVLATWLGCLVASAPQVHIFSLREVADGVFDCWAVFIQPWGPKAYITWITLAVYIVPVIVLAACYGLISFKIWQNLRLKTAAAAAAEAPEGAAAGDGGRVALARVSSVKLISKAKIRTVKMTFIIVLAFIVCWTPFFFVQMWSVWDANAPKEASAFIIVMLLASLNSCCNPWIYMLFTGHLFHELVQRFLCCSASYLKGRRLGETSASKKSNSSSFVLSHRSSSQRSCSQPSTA
GPR7 antagonist = human neuropeptides B/W receptor 1 antagonism; GPR7-expressing cells, fluorescence antagonist assay; inhibition, % at 4.4 µM; 290,000 tested, 1.1% active; in the data active means inhibition above about 16%, passing the limit was not always enough;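 further: cells stimulated with the agonist NPW; 0% = agonist with vehicle and 100% = vehicle without agonist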
M18AAP inhibitor = PfM18AAP enzyme inhibition. recombinant PfM18AAP, H-Glu-NHMec fluorogenic cleavage. inhibition, % at 7.35 µM. 290,000 tested, 1.2% active. AID 1822;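 active means inhibition above the campaign mean inhibition over all tested compounds plus 3 SD, cut at about 28% in these data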;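 further: 0% = plate median of test compound wells and 100% = 2 mM ZnCl2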
PHOSPHO1 block = inhibitors of human PHOSPHO1 phosphatase; inhibition, % at 13.3 µM; 290,000 tested, 1.1% active; Q8TCT1; AID 1565; recombinant PHOSPHO1, absorbance phosphatase assay; in the data active means inhibition above about 60%
MEKK2 WT-MEK5 = raises or lowers MEK5 binding to wildtype human MEKK2 PB1 domain; Q9Y2U5; bead flow cytometry, Alexa488-MEK5 binding to MEKK2 WT; actives lie on both sides; binding response (% of control), % at 10 µM; 290,000 tested, 1.1% active; in the data active means binding response below about 67% or above about 130%
DNA FID counter = displaces DNA intercalator in HCV helicase counter-screen | DNA fluorescent intercalator displacement, fluorescence | inhibition, % at 7.9 µM | 290,000 tested, 0.17% active; in the data active means inhibition above about 37%;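 further: 0% = vehicle and 100% = reference compound; higher means more ethidium bromide displaced from hairpin DNA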
MEKK2mut PB1 HTS = signal of MEK5 binding to mutant human MEKK2 PB1 domain. 290,000 tested, 0.35% active. percent response, % at 10 µM. bead flow cytometry, Alexa488-MEK5 binding to MEKK2 mutant. AID 1530; in the data active means percent response above about 24%, passing the limit was not always enough; further: inactives centre near 1; some results filed as inactive read as strong as hits; reference of the scale not given here
* hit, by the source's call; . = not tested or not shown; & = joins results of further samples; [ ] = dose if it differs, or a comment.

SMILES	NALP1 yeast inh	MEKK3 PB1 HTS	OXTR ag	GPR7 antagonist	M18AAP inhibitor	PHOSPHO1 block	MEKK2 WT-MEK5	DNA FID counter	MEKK2mut PB1 HTS
N#Cc1cn(CCOC(=O)c2cccc(C(F)(F)F)c2)c(=O)[nH]c1=O	-5	81	3.1	5	-3	-6	87	1	-6
CC(CCc1ccccc1)NC(=O)/C=C/c1ccc(F)cc1 (stereo not given)	3	85	-1.6	5	-2	-15	88	-15	-19
COc1ccccc1C(=O)Nc1ccnn1C1CCN(Cc2cn(C)c3ccccc23)CC1	10	102	4.3	-6	1	-20	116	16	11
C=CCn1c(CSc2nc3ccccc3s2)n[nH]c1=S	-6	101	-0.6	-9	11	106*	103	-14	4
O=C1COc2ccc(C(=O)COC(=O)c3sc4ccccc4c3Cl)cc2N1	24	107	0.0	-8	-2	-9	103	2	4
O=C(O)C1C2C=CC(C2)C1C(=O)NCc1ccc(Cl)c(Cl)c1 (stereo not given)	47*	102	2.3	-4	-5	-6	101	-10	-1
O=[N+]([O-])c1cccnc1Oc1cccnc1	4	95	0.4	-5	-3	20	97	2	-8
COc1ccc(C(CNC(=O)c2ccc(S(=O)(=O)Nc3ccc(F)cc3)cc2)N(C)C)cc1 (stereo not given)	13	108	8.3	54*	-2	23	119	10	31*
Cc1ccc(C)c(S(=O)(=O)N/N=C/c2cccnc2)c1	12	97	1.4	-7	18	0	99	-3	-2
COc1ccc(C(=O)Nc2ccc(-c3n[nH]c(=S)o3)cc2)cc1	11	100	.	0	8	-34	101	-27	-5
CCOC(=O)CCC(=O)O[C@H]1[C@H](O[C@@H]2[C@@H](C)[C@H](O[C@H]3C[C@@](C)(OC)[C@@H](O)[C@H](C)O3)[C@@H](C)C(=O)O[C@H](CC)[C@@](C)(O)[C@H](O)[C@@H](C)C(=O)[C@H](C)C[C@@]2(C)O)O[C@H](C)C[C@@H]1N(C)C	92*	91&106	0.1	-5	5	4	91&107	21	-6&3
COc1ccc(CCNC(=O)c2ccc(-c3ccc([N+](=O)[O-])cc3)o2)cc1OC	40	95	6.6	-6	4	-14	86	-8	2
O=C(CCNC(=O)c1ccc(Cl)cc1)Nc1ccc(Cl)cc1F	32	83	-1.9	-1	2	-11	97	-9	-1
COc1ccccc1NC(=S)NCc1ccc(S(N)(=O)=O)cc1	11	101	-0.5	5	-3	-6	111	-2	12
Cc1ccc(C)c(-n2nnnc2Sc2nnnn2-c2ccccc2)c1	.	91	-1.0	-6	9	.	93	-16	-3
O=C(O)c1ccccc1N(Cc1ccccc1)C(=O)COc1ccccc1	26	97	-0.5	-15	-3	16	98	-37	-2
CSc1ccccc1NC(=O)CSCc1ccc(C)cc1	9	105	-1.5	6	4	-5	102	-19	5
CCOC(=O)Cn1c2ccccc2c2nc3ccccc3nc21	24	98	-0.3	-6	-5	-25	97	-4	1
Cc1ccc(C2=NN(CCC#N)C(=O)CO2)cc1	3	104	-0.7	-5	-2	24	105	-5	4
C/C(N)=C(/C#N)C(=O)CSc1nncn1-c1ccccc1	-3	102	0.5	-3	3	68*	94	2	-4
OCc1c(OCc2cccc(F)c2)ccc2ccccc12	10	103	-1.8	-2	-1	8	98	-17	2
COc1cccc2sc(NNC(=O)C3COc4ccccc4O3)nc12 (stereo not given)	12	108	3.0	-5	27	-14	99	-21	-3
COc1cccc(/C=N/NC(=O)c2ccc(=O)[nH]n2)c1O	-10	101	1.4	-7	8	32	100	-3	-1
O=C(CCCC(=O)OCC(Cl)=C(Cl)Cl)Nc1cccc2ccccc12	29	109	-1.8	-1	3	-19	99	-21	0
C(#CCN1CCCC1)CC(c1ccccc1)c1ccccc1	19	103	5.9	8	-15	39	106	15	1
(further entries)
SMILES	NALP1 yeast inh	MEKK3 PB1 HTS	OXTR ag	GPR7 antagonist	M18AAP inhibitor	PHOSPHO1 block	MEKK2 WT-MEK5	DNA FID counter	MEKK2mut PB1 HTS
CC(CC(=O)NCc1ccc(Cl)cc1)S(=O)(=O)c1ccc2c(c1)NC(=O)CO2 (stereo not given)	-9	102	1.8	-3	1	15	104	-25	2
COc1ccc(CCNc2cc(N3CCN(C(=O)c4ccc(C)cc4)CC3)ccc2[N+](=O)[O-])cc1OC	5	101	0.6	-2	0	-9	98	3	1
COC(=O)c1ccc(C(=O)N2CCCC(CNC(=O)c3ccccc3Cl)C2)cc1 (stereo not given)	-12	94	-0.2	0	-3	45	85	-15	-8
S=c1[nH]nc(NCCCN2CCOCC2)s1	-2	95	1.2	-13	8	62*	98	0	1
COc1cccc(-c2nn(C)c3sc(C(=O)N4CCN(c5ccccc5)CC4)cc23)c1	14	99	-1.1	-2	-10	-18	96	0	-1
COc1ccc(-c2nsc(SCC(=O)NCc3ccc4c(c3)OCO4)n2)cc1	25	99	-1.7	-2	5	-35	93	-1	0
O=C(NCc1ccc2c(c1)OCO2)c1cc(-c2ccccc2)c(N2CCOCC2)s1	-7	104	-1.4	-3	0	32	92	-33	0
Cc1ccccc1C(=O)Nc1ccc2c(c1)nc(CCNC(=O)c1ccco1)n2C	-30	104	1.1	-15	10	48	108	-24	5
Cn1c(SCc2ccccc2Br)nc2ccccc2c1=O	10	105	0.2	-19	0	34	103	-18	3
COc1cc(OC)cc(C(=O)NCCCN2CCN(CCCNC(=O)c3cc(OC)cc(OC)c3)CC2)c1	21	95	-0.5	2	-9	-9	100	25	-2
CCCCCCC(C)OC(=O)c1ccccc1C(=O)O (stereo not given)	23	101	-2.2	-13	-4	-19	102	-17	4
CCCN1CCC(NC(=S)Nc2ccc(C(=O)OCC)cc2)CC1	16	97	1.9	11	5	-1	117	19	7
CC(C)N(Cc1cc2ccccc2[nH]c1=O)C(=O)C1CCCCC1	-2	102	-1.8	-7	6	6	101	-26	4
O=C(Cn1nnc(-c2ccccc2Cl)n1)N/N=C/c1ccc2c(c1)OCO2	-8	103	2.6	6	-1	24	100	-6	3
CC1CCN(C(=O)CCCC(=O)O)CC1	26	98	0.0	5	2	-5	99	2	-2
CCOc1ccc(-n2nnnc2SCC(=O)NNC(=O)c2ccco2)cc1	4	99	-0.4	8	-1	46	102	-6	6
NS(=O)(=O)c1ccc(N=Cc2ccc(Br)s2)cc1	14	103	1.9	-5	3	5	108	-6	3
CCN(CCCNC(=O)CCCN1C(=O)COc2ccc(C)cc21)c1cccc(C)c1	1	101	-1.2	-9	2	24	106	-12	4
O=C1[C@H]2[C@H](C=CC[C@H]2C(=O)N2CCOCC2)CCN1Cc1ccccc1	.	102	0.4	.	.	.	102	.	3
O=C(Nc1cc(Oc2ccccc2)cc([N+](=O)[O-])c1)C12CC3CC(C1)CC(n1cnc(Cl)n1)(C3)C2	0	89	-0.1	-1	0	41	89	-2	-4
O=C1CCCCCN1Cc1nnc(SCc2nc3ccccc3s2)n1-c1ccccn1	3	98	0.0	0	-8	21	100	-13	1
Cc1ccc(N(CC(N)=O)C2SC(=O)N(Cc3ccccc3)C2=O)cc1 (stereo not given)	3	85	-0.2	-9	0	2	89	1	-8
CCOc1ccc(CCNC(=O)C2CCN(S(=O)(=O)CC)CC2)cc1OCC	-1	.	-0.3	-5	-5	8	.	-14	.
Cc1ccc(Cn2c(C(=O)NCCCN3CCOCC3)cc3sccc32)cc1	37	105	3.7	10	-3	-42	121	18	12
O=C1ON=C(c2ccc([N+](=O)[O-])cc2)/C1=C/c1ccccc1O	8	103	.	-4	29*	28	101	-7	-2
Next part
SMILES	NALP1 yeast inh	MEKK3 PB1 HTS	OXTR ag	GPR7 antagonist	M18AAP inhibitor	PHOSPHO1 block	MEKK2 WT-MEK5	DNA FID counter	MEKK2mut PB1 HTS
Cc1cc2cc(CN(Cc3ccco3)C(=O)C3CCCCC3)c(=O)[nH]c2cc1C	-2	104	-0.4	-6	9	16	104	-5	11
CCCCCCC#Cc1ccc2c(c1)COc1c3ccccc3nn1-2	.	121	-1.0	.	.	18	96	.	6
O=c1cnnc(NCc2ccccc2)[nH]1	25	102	2.8	2	1	-14	100	3	0
Cc1nc(C(=O)Nc2cc(F)cc(Cl)c2)sc1C1(C)CC(c2ccccc2)=NO1 (stereo not given)	.	104	4.1	.	.	.	101	.	1
Cc1onc(-c2ccc(Cl)cc2Cl)c1-c1csc(N/N=C/c2ccccc2)n1	-3	102	-2.0	-3	0	33	101	-4	4
O=C(CN1C(=O)COc2ccccc2C1=O)c1ccc2c(c1)OCCO2	2	103	-0.2	4	0	29	102	-18	1
Cc1c(Cl)cccc1NC(=S)Nc1ccccn1	-17	100	-0.1	-11	-7	-8	100	-3	1
O=C1OC(/C(=C\Nc2cc(Cl)ccc2O)[N+](=O)[O-])c2ccccc21 (stereo not given)	8	38*[inhibitor]	1.1	-12	41*	28	52	-2	-17
CC(=O)Nc1ccc(C(=O)NCC2CCCCC2)cc1	2	100	0.1	-6	-5	7	102	-7	-4
Cc1cccc(NC2=CC(=O)OC(C)C2)c1 (stereo not given)	0	108	-0.8	-5	7	12	109	-4	10
O=C(CN(Cc1ccc(Cl)c(Cl)c1)S(=O)(=O)c1ccccc1)N/N=C\c1ccc2c(c1)OCO2	-7	106	0.1	-2	10	23	96	-3	-1
COc1ccc(NC(=S)Nc2ccccc2C(F)(F)F)cc1	19	97	0.9	7	6	4	95	-2	-2

12 structures out of the list, ordered by length of the SMILES, smallest number first:
SMILES	NALP1 yeast inh	MEKK3 PB1 HTS	OXTR ag	GPR7 antagonist	M18AAP inhibitor	PHOSPHO1 block	MEKK2 WT-MEK5	DNA FID counter	MEKK2mut PB1 HTS
O=c1cnnc(NCc2ccccc2)[nH]1	25	102	2.8	2	1	-14	100	3	0
Cc1cccc(NC2=CC(=O)OC(C)C2)c1 (stereo not given)	0	108	-0.8	-5	7	12	109	-4	10
CC(=O)Nc1ccc(C(=O)NCC2CCCCC2)cc1	2	100	0.1	-6	-5	7	102	-7	-4
COc1ccc(NC(=S)Nc2ccccc2C(F)(F)F)cc1	19	97	0.9	7	6	4	95	-2	-2
CCCCCCC#Cc1ccc2c(c1)COc1c3ccccc3nn1-2	.	121	-1.0	.	.	18	96	.	6
O=C(CN1C(=O)COc2ccccc2C1=O)c1ccc2c(c1)OCCO2	2	103	-0.2	4	0	29	102	-18	1
CCOc1ccc(CCNC(=O)C2CCN(S(=O)(=O)CC)CC2)cc1OCC	-1	.	-0.3	-5	-5	8	.	-14	.
O=C1ON=C(c2ccc([N+](=O)[O-])cc2)/C1=C/c1ccccc1O	8	103	.	-4	29*	28	101	-7	-2
Cc1onc(-c2ccc(Cl)cc2Cl)c1-c1csc(N/N=C/c2ccccc2)n1	-3	102	-2.0	-3	0	33	101	-4	4
Cc1cc2cc(CN(Cc3ccco3)C(=O)C3CCCCC3)c(=O)[nH]c2cc1C	-2	104	-0.4	-6	9	16	104	-5	11
Cc1nc(C(=O)Nc2cc(F)cc(Cl)c2)sc1C1(C)CC(c2ccccc2)=NO1 (stereo not given)	.	104	4.1	.	.	.	101	.	1
O=C(CN(Cc1ccc(Cl)c(Cl)c1)S(=O)(=O)c1ccccc1)N/N=C\c1ccc2c(c1)OCO2	-7	106	0.1	-2	10	23	96	-3	-1
